ABHD4 inh: inhibits mouse alpha/beta hydrolase domain 4; Q8VD66; purified mABHD4, FP-Rh probe fluorescence polarization; inhibition, % at 8.92 µM; hit rate 0.54% among 370,000; AID 720543;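 active = inhibition exceeding the mean over every tested compound plus 3 SD, cut at about 30% in these data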;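 note: 0% = plate median of compound wells and 100% = S159A mutant with DMSO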
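Test system: mABHD4 protein; Read-out basis: % inhibition; Incubation: 45 min + 60 min at 25 °C; Repeats: single replicate; Technique: fluorescence polarization with parallel and perpendicular emission, 525/598 nm; Compound: 8.92 µM, single dose; Benchmarks: full inhibition S159A mutant plus DMSO, zero as sample-well median.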
ASAP1 GAP inh: ASAP1 ArfGAP inhibition. ASAP1-stimulated ARF1 GTP hydrolysis, GDP FP detection. inhibition, % at 16.5 µM. hit rate 0.19% among 360,000. AID 624377; in the data active = inhibition above about 25%;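 note: 0% = vehicle with enzyme and substrate and 100% = no enzyme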
SMARCA2 act: increases SMARCA2 function in MMTV reporter cells | AID 652017 | MG213 cells, MMTV-luciferase reporter, dexamethasone, overnight | hit rate 1% among 370,000 | activation, % at 9.1 µM; in the data active = activation above about 7.8%;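 note: 0% = vehicle wells and 100% = reference activator wells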
NPR1 activator: GC-A (human) enzyme activation. HEK293 GC-A cells, cGMP TR-FRET, EC30 ANP; 0% at EC30 ANP, 100% saturating ANP. activation, % at 10 µM. hit rate 0.14% among 370,000; in the data active = activation above about 40%
Target sequence (P16066 whole entry, looked up): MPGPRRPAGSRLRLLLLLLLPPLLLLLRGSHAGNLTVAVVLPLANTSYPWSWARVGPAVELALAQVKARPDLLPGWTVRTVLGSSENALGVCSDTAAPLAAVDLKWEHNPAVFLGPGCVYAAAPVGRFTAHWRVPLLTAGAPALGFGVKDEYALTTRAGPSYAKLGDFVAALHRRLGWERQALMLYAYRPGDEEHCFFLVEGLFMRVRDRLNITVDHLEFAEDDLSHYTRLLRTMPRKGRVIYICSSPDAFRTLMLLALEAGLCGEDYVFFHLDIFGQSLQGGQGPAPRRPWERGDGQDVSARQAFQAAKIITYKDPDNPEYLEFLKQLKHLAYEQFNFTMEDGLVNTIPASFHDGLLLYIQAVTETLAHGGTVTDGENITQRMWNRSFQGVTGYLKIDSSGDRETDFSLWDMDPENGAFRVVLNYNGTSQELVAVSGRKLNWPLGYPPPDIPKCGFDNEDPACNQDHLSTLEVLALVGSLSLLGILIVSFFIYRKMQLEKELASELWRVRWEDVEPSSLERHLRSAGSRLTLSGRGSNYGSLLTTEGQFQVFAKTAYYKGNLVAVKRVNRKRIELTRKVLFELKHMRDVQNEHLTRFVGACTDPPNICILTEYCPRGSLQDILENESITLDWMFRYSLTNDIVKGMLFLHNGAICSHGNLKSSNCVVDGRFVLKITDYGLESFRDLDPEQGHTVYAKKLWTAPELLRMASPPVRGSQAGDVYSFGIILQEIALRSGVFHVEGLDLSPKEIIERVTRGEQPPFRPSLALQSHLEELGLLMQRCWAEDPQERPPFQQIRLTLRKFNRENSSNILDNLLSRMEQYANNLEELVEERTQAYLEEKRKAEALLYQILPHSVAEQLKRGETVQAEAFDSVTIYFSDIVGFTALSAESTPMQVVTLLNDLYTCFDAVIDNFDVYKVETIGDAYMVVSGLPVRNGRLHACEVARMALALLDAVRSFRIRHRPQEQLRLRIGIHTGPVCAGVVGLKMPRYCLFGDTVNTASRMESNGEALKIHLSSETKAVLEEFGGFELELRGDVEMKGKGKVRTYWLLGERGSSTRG
GC-B act: GC-B (human) receptor activation; P20594; HEK293-GC-B cells, CNP EC30, cGMP TR-FRET; 0% at EC30 CNP, 100% saturating CNP; activation, % at 10 µM; hit rate 0.11% among 370,000; AID 1920062;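 active = activation at 10 µM reaching about 35% in either raw or pattern-adjusted values, limit read from the data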
ARFGAP1 inhibitor: inhibits rat ARF GTPase activating protein 1. inhibition, % at 16.5 µM. Arfgap1-stimulated ARF1 GTP hydrolysis, GDP FP detection. hit rate 0.26% among 360,000. Q62848;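 active = inhibition above a per-plate limit, mean inhibition of low control wells plus 3 SD, cut at about 25% in these data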;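 note: 0% = DMSO wells with enzyme and 100% = wells lacking Arfgap1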
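Material – truncated rat Arfgap1 GAP domain · Buffer or medium – HEPES-based buffer, pH 7.5 · Reagent – human ARF1(Δ1-17)-GTP substrate · Dosing – 16.5 µM single point, 1.26% DMSO · Schedule – GTP hydrolysis reaction 2 h at 25 °C · Technique – GDP detection by fluorescence polarization · Benchmarks – No-Arfgap1 wells (100%) versus DMSO full-reaction wells (0%) · Repeats – single replicate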
NR1D1 modulator: modulates human Rev-erb alpha binding to DNA; hit rate 0.79% among 370,000; Rev-erbα–FITC-DNA binding, fluorescence polarization, 90 min; AID 1259318; activity, % at 10 µM;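 active = activity above about 14%, limit read from the data; passing the limit was not always enough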;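 note: 0% = DMSO wells with 35 nM protein and 100% = DMSO wells with 750 nM protein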
HTRA1 inh: blocks human HTRA1 serine peptidase. Q92743. recombinant HTRA1, FP-rhodamine activity-based probe, fluorescence polarization. inhibition, % at 5.96 µM. hit rate 0.5% among 340,000. AID 504803; in the data active = inhibition above about 36%;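 note: 0% = enzyme with DMSO and 100% = wells lacking enzyme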
rCAG RNA binder: r(CAG) repeat RNA binding; TO-PRO-1 dye displacement fluorescence; inhibition, % at 3 µM; hit rate 1.3% among 370,000;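 active = inhibition above the plate cutoff, the mean of all test compounds on that plate plus 3 SD, cut at about 35% in these data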;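 note: 0% = DMSO alone and 100% = 100 µM mitoxantrone as full dye displacement; higher means more dye released from RNA so lower well fluorescence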
PG9 Ab binder: small molecules binding HIV-1 gp120 antibody PG9. AID 624416. hit rate 0.43% among 360,000. TR-FRET gp120-PG9 antibody binding. inhibition, % at 6.7 µM; in the data active = inhibition above about 8.5%
* hit, by the source's call.

entry	compound	ABHD4 inh	ASAP1 GAP inh	SMARCA2 act	NPR1 activator	GC-B act
1	Cc1cccc(NC(=O)c2cccc(NC(=O)c3ccco3)c2)c1	-1	14	-1	-4	0
2	c1ccc(-n2cnnc2SCc2cn3cccnc3n2)cc1	0	-9	-3	-3	7
3	CCCCC(=O)Nc1sc2c(c1C#N)CC(C)(C)OC2	-3	-7	-1	1	-1
4	Cc1ccc(-c2nc3ncccc3o2)cc1NC(=O)c1cc2ccccc2o1	-5	16	0	2	6
5	COc1cccc(N2CCN(Cc3ncc(-c4ccccc4)o3)CC2)c1	1	-3	-2	-3	3
6	O=C(N/N=C/c1cc(Br)ccc1O)Nc1ccccc1	2	5	0	1	-4
7	CC(C)Cn1c(N)c(C(=O)CSc2ccccc2)c(=O)n(C)c1=O	0	-6	-2	4	-1
8	O=C1CCC[C@H]2c3[nH]c4ccccc4c3CCN12	2	6	-1	0	4
9	Cc1ccc(NC2SC(=O)N(Cc3cccc(C(=O)O)c3)C2=O)cc1 (centres undefined)	-15	0	-10	-1	3
10	CS(=O)(=O)N(CC(=O)N1CCCCCC1)c1cccc([N+](=O)[O-])c1	-3	8	-1	2	0

entry	ARFGAP1 inhibitor	NR1D1 modulator	HTRA1 inh	rCAG RNA binder	PG9 Ab binder
1	5	-1	-20	2	-0.9
2	-4	3	4	-2	0.8
3	-7	-3	-1	-2	-2.5
4	-5	19*	-3	1	8.9*
5	-1	5	9	2	-0.7
6	25*	-3	-8	13	-0.8
7	0	3	0	-6	-0.5
8	-1	-4	-3	1	-0.4
9	4	-2	1	6	3.0
10	9	3	1	-1	-2.3

In the list so far, 5 have nitrogen in an aromatic ring:
entry	compound	ABHD4 inh	ASAP1 GAP inh	SMARCA2 act	NPR1 activator	GC-B act
2	c1ccc(-n2cnnc2SCc2cn3cccnc3n2)cc1	0	-9	-3	-3	7
4	Cc1ccc(-c2nc3ncccc3o2)cc1NC(=O)c1cc2ccccc2o1	-5	16	0	2	6
5	COc1cccc(N2CCN(Cc3ncc(-c4ccccc4)o3)CC2)c1	1	-3	-2	-3	3
7	CC(C)Cn1c(N)c(C(=O)CSc2ccccc2)c(=O)n(C)c1=O	0	-6	-2	4	-1
8	O=C1CCC[C@H]2c3[nH]c4ccccc4c3CCN12	2	6	-1	0	4

entry	ARFGAP1 inhibitor	NR1D1 modulator	HTRA1 inh	rCAG RNA binder	PG9 Ab binder
2	-4	3	4	-2	0.8
4	-5	19*	-3	1	8.9*
5	-1	5	9	2	-0.7
7	0	3	0	-6	-0.5
8	-1	-4	-3	1	-0.4

The main list resumes; the 2 compounds before the break are reprinted first.
entry	compound	ABHD4 inh	ASAP1 GAP inh	SMARCA2 act	NPR1 activator	GC-B act
9	Cc1ccc(NC2SC(=O)N(Cc3cccc(C(=O)O)c3)C2=O)cc1 (centres undefined)	-15	0	-10	-1	3
10	CS(=O)(=O)N(CC(=O)N1CCCCCC1)c1cccc([N+](=O)[O-])c1	-3	8	-1	2	0
11	Cc1ccc(Nc2nc(-c3c(C)nc4ccccn34)cs2)cc1	35*	16	-7	-7	-10
12	Cc1ccc(-n2nnnc2-c2cnn(-c3cccc(F)c3)c2C(F)(F)F)cc1	-12	-3	-4	3	6
13	CCCCNC(=O)c1cccc(S(=O)(=O)N2CC3(C)CC2CC(C)(C)C3)c1 (centres undefined)	-6	-2	-4	4	-1
14	CCCCN1C(=O)C(NC(=O)CC(C)C)(C(F)(F)F)C2=C1CC(C)(C)CC2=O (centres undefined)	4	-4	-2	3	-2
15	O=C(COc1ccc(Br)cc1)N/N=C1/SCC(=O)N1Cc1ccco1	-11	9	-2	-8	-4
16	O=C(N/N=C/c1cccc(C(F)(F)F)c1)c1ccccc1O	8	5	5	0	-4
17	COc1cccc(-n2nnnc2SCC(=O)NCc2ccco2)c1	4	-1	1	-2	1
18	N#CC1=C(N)NC(SCC(=O)O)=C(C#N)C12CCCC2	10	5	3	-1	-2
19	COc1ccccc1N1CCN(C(=O)c2c(C)noc2C)CC1	6	2	-3	7	1
20	CCCCOc1ccc(/C=N/NC(=O)c2nnn(-c3nonc3N)c2CN2CCCCCC2)cc1	3	4	1	1	5

entry	ARFGAP1 inhibitor	NR1D1 modulator	HTRA1 inh	rCAG RNA binder	PG9 Ab binder
9	4	-2	1	6	3.0
10	9	3	1	-1	-2.3
11	14	3	20	13	-5.3
12	15	-1	-11	-4	-1.4
13	1	4	-4	-4	-1.7
14	-10	2	-1	-7	0.3
15	2	2	-6	-2	0.0
16	2	0	10	2	0.2
17	13	1	10	0	-1.0
18	8	1	2	11	-1.4
19	8	3	-1	-4	-0.7
20	-4	0	1	1	0.1

Continuation.
entry	compound	ABHD4 inh	ASAP1 GAP inh	SMARCA2 act	NPR1 activator	GC-B act
21	O=C(NCC1CC1)c1onc(CSc2ccc(F)cc2)c1C(=O)NCC1CC1	6	5	-2	2	2
22	Cc1cc(C(=O)N2CCC(C(=O)O)CC2)c(C(F)(F)F)o1	5	24	-3	-1	2
23	CCCCCc1nnc(NC(=O)Cc2ccc([N+](=O)[O-])cc2)s1	-2	6	5	2	-1
24	COc1cc(C)cc(C(=O)C=Cc2ccccc2)c1O	2	-6	5	-4	-1
25	O=C(CCC(=O)NNc1nc2ccccc2c2nc(-c3ccccc3)nn12)NCCCN1CCCC1=O	0	-2	2	1	-3
26	CCn1nc(C)c(/C=N/NC(=O)c2ccc3c(c2)c(C)c(C)n3Cc2ccccc2)c1C	-2	-2	-2	2	8
27	COc1ccc(N2CCN(Cc3nc(N)nc(Nc4ccc(C)c(Cl)c4)n3)CC2)cc1	3	-1	-4	-3	4

entry	ARFGAP1 inhibitor	NR1D1 modulator	HTRA1 inh	rCAG RNA binder	PG9 Ab binder
21	2	0	-1	-9	1.5
22	4	5	6	-2	-2.2
23	3	-3	3	4	-1.7
24	5	3	-12	3	1.4
25	-4	4	4	-4	1.0
26	3	-2	-21	13	-1.6
27	4	2	-16	-5	-0.7

Screening results from PubChem BioAssay.
